Screening results as filed in PubChem BioAssay.
HEK293 tox = kills HEK 293 cells; Potency, µM (top dose mostly 115 µM), for inactives: at the top dose activity change, negative = cytotoxicity, usual class: inhibitors; actives 6.6% (n = 94,000); HEK 293 viability, ATP luminescence (CellTiter-Glo), 48-72 h; AID 1345083; also: potency is read from the fitted curve at half-maximal effect; nearly all actives have a fitted effect of over 60% in size
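Viability of HEK 293 cells, plated at 250 cells/well, was judged by cellular ATP after compound treatment for 48 or 72 hr. Luminescence was imaged 10 min after CellTiter-Glo addition at room temperature.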
SNCA viab count = counter-screen for SNCA expression inhibitors: cell viability; HEK-293-SNCA-luc viability, GF-AFC fluorescence, 24 h; Potency, µM (titrated, usually from 57.1 µM), for inactives: at the highest dose activity change, negative = cytotoxicity, most hits filed as cytotoxic; actives 0.12% (n = 150,000);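 also: potency is read from the fitted curve at half-maximal effect; 0% = DMSO-treated cells and -100% = medium-only wells without cells; nearly all actives have a fitted effect of over 30% in size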
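Cytotoxicity counterscreen: after 24 h compound treatment of genome-edited SNCA-luciferase HEK-293 cells, live-cell protease substrate GF-AFC read by fluorescence after 30 min; activity scaled between DMSO (0%) and medium-only (-100%), curves Hill-fitted.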
NIH3T3 tox = NIH 3T3 cell cytotoxicity; NIH 3T3 viability, CellTiter-Glo ATP luminescence, 48-72 h; Potency, µM (highest dose often 96.7 µM), inactives show at the highest dose activity change, negative = cytotoxicity, actives largely listed as inhibitors; actives 4.3% (n = 94,000); AID 1345082; also: potency is read from the fitted curve at half-maximal effect; nearly all actives have a fitted effect of over 55% in size
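Cytotoxicity is measured as loss of cellular ATP: NIH 3T3 cells (400/well) are exposed to compound for 48 or 72 hr at 37 °C, then CellTiter-Glo luminescence is imaged after 10 min at room temperature.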
GPT2 inhibitor = blocks human glutamate pyruvate transaminase 2; Recombinant GPT2, coupled pyruvate oxidase/HRP Amplex Red fluorescence; Potency, µM (top dose mostly 57.7 µM), for inactives: at the highest dose activity change, negative = inhibition, usual class: inhibitors; actives 0.25% (n = 100,000); also: potency is read from the fitted curve at half-maximal effect; nearly all actives have a fitted effect of over 60% in size; many of its hits are not listed in these tables
Target sequence (Q8TD30 whole entry, looked up): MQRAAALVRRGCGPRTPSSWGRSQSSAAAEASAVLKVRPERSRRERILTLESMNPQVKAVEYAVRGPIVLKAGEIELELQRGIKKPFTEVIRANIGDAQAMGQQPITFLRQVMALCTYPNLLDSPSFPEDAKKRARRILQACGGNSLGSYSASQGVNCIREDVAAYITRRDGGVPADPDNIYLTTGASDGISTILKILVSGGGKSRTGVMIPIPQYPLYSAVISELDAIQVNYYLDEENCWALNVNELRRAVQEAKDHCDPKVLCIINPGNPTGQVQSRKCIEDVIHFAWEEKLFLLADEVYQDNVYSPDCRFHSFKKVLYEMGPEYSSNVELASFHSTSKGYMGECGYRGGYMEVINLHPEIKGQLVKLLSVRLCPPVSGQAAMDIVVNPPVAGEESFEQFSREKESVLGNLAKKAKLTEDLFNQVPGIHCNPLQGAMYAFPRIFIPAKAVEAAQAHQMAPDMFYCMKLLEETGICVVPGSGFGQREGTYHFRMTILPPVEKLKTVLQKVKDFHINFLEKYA
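GPT2 10ng/uL, a-KG 250uM, L-Ala 2mM, HEPES pH7.5 + 0.0001% Tween; 30 min RT. Then Amplex mix (PO/HRP/ThPP), 30 min RT dark, fluorescence. AOA 50uM used as positive control.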
IP6K1 inhibitor = IP6K1 kinase inhibition | Q92551 | IP6K1 kinase, ADP-Glo luminescence, 2 h; stronger effect = lower value | activity change, % (series mostly up to about 58 µM) | actives 0.81% (n = 140,000) | AID 1645851; in the data active = activity change below about -25%
Target sequence (Q92551 whole entry, looked up): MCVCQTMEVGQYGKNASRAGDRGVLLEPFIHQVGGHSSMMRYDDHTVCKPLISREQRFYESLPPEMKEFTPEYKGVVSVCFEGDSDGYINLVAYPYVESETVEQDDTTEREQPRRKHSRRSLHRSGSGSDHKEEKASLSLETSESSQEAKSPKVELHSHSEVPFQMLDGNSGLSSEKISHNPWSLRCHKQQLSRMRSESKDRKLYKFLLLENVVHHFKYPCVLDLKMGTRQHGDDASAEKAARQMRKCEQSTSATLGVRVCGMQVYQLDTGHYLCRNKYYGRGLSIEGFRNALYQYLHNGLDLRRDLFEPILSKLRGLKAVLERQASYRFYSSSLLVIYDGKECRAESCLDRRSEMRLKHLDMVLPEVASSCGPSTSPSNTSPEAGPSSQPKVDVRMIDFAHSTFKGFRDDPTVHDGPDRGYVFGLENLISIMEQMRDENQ
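ADP-Glo luminescence measures ADP made by human IP6K1 during a 2 h RT reaction with ATP/IP6 (mix at 1.3 mM/130 uM); top library doses 57.5 and 19.1 uM final.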
FLuc inh = inhibitors of firefly (Photinus pyralis) luciferase; P08659; purified P. pyralis luciferase, luminescence, biochemical; Potency, µM (doses to about 115 µM), for inactives: top-dose activity change, negative = inhibition, most hits filed as inhibitors; actives 2.5% (n = 76,000); also: potency is read from the fitted curve at half-maximal effect; nearly all actives have a fitted effect of over 65% in size
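Cell-free enzyme assay, 10nM P. pyralis luciferase, luciferin and ATP each at 10uM. Inhibition profiled over a 6-point titration, read as luminescence.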
SNCA expr inhib = SNCA gene expression inhibition; Potency, µM (highest dose often 57.2 µM), for the others: at the highest dose activity change, negative = inhibition, most hits filed as inhibitors; AID 1671194; HEK-293 SNCA-luciferase knock-in, luminescence, 24 h; actives 0.17% (n = 140,000);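 also: potency is read from the fitted curve at half-maximal effect; plate controls were DMSO cells for no effect and cell-free wells for full effect; nearly all actives have a fitted effect of over 45% in size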
* hit, by the source's call; i = inactive; u = inconclusive; x = not tested or not shown; [ ] = another dose, or the depositor's remark. Unless noted, calls follow the shape of the dose curve; as a rule, active = well fitted curve in the direction sought with a large enough effect; inconclusive = small, poorly fitted or top-dose-only effect, or another doubt; inactive = no such curve, though single readings can be large; an effect the other way counts as inactive or inconclusive. Unless noted, % is scaled to controls: 0 for no effect and ±100 for the full control effect. This is a subset; count on the stated rates, not on these rows.

Below each SMILES – HEK293 tox | SNCA viab count | NIH3T3 tox | GPT2 inhibitor | IP6K1 inhibitor | FLuc inh | SNCA expr inhib
- CCOc1ccc(-c2cc3nc(C4CCN(C(=O)OC(C)(C)C)CC4)c(C(=O)Nc4cccc(CC)c4)cn3n2)cc1
 : x | -3% | x | x | 36 | x | -6%
- O=C(c1cc2ccc3cccnc3c2[nH]1)N1CCN(c2ccc(Cl)cc2)CC1
 : x | 15% | x | x | 23 | x | 10%
- COc1cc2ccccc2cc1C(=O)Nc1ccc(Cl)c(-c2nc3ccccc3o2)c1
 : x | 17% | x | x | 6 | x | u
- CC(C)CNC(=O)[C@@H]1CCCN1c1nccc(Nc2ccccc2Cl)n1
 : u | -7%[12.5 µM] | u | -4% | 4 | x | u
- O=C(NC1CCN(Cc2ccccc2)CC1)c1cccc2c1CCN2C(=O)c1ccccc1
 : 40µM* | -21% | u | i | -8 | 1% | 15%
- O=C1CCCCC(CNC(=O)c2ccc(F)cc2)N1 (stereo not drawn)
 : i | 3% | 3% | i | -7 | 3% | 11%
- COCCNC(=O)c1cc(C)nc2onc(C3CCNC3)c12 (stereo not drawn)
 : i | 7% | -1% | i | 0 | x | -8%
- COc1ccccc1C(=O)N1CCCc2nc(C)nc(-c3ccc(O)cc3)c2C1
 : 3% | 5% | u | -6% | 18 | 5% | u
- CN(CC1CCN(CCc2cccc(F)c2)CC1)C(=O)[C@@H](N)Cc1cnc[nH]1
 : i | -27% | -4% | -20% | -7 | 3% | 32%[activator]
- COCCOC1CN(C2CCN(C(=O)c3ccc(C#N)cc3)CC2)C12CCCCC2 (stereo not drawn)
 : -33% | -21% | -9% | u | 5 | -1% | -10%
- CCNC(=O)N1CCCC(Cn2c(C3CC3)nc3cccnc32)C1 (stereo not drawn)
 : 7% | -7% | -6% | i | -7 | 7% | 6%
- COC(=O)c1ccccc1NC(=O)Cn1c(=O)n(CCC(=O)NCc2ccccc2OC)c(=O)c2ccccc21
 : x | 4% | x | x | 6 | x | 4%
- CCOc1ccc(S(=O)(=O)c2cn(C)c3ccccc3c2=O)cc1
 : x | 3% | x | x | 10 | x | -9%
- COc1ccc(CCNC(=O)C(=O)NCC(c2ccc3c(c2)OCO3)N2CCOCC2)cc1 (stereo not drawn)
 : x | -11% | x | x | -8 | x | -21%
- CC(C)c1ccc(CN2C[C@H]3[C@H](C2)[S+](=O)([O-])C(C)(C)C(=O)N3Cc2ccccc2)cc1
 : u | -2% | u | i | -7 | -2% | -10%
- Cc1cccc(NC(=O)c2ccc3oc(=O)c(S(=O)(=O)c4ccc(F)cc4)cc3c2)c1C
 : x | 3% | x | x | 0 | x | 56%[activator]
- C[C@H](C(=O)NCCN1CCOCC1)C1CC[C@@]2(C)Cc3sc(NC(=O)CC(C)(C)C)nc3[C@@H](C)[C@@H]2[C@H]1O (stereo partly drawn)
 : -24% | -5% | -3% | -1% | -4 | u | 97%[activator]
- COc1ccc(CCc2nc3nccc(-c4ccc(F)cc4OC)n3n2)cc1
 : u | 11% | u | -4% | 0 | -2% | -10%
- Cc1cc(C)c2c(=O)cc(C(=O)Nc3sc4c(c3C(=O)NCC3CCCO3)CCCC4)oc2c1 (stereo not drawn)
 : x | -5% | x | x | -6 | x | 19%
- COc1ccc(CCN2C(=O)O[C@@H]3CN(S(=O)(=O)N4CCCCC4)C[C@@H]32)cc1
 : -18% | 3% | -6% | 2% | -4 | -4% | -11%
- COc1ccc(-c2cn(C)c(=O)n3cc(COc4ccnn4C)nc23)cc1OC
 : -18%[172 µM] | -2%[87.6 µM] | u | u | -7 | -2%[172 µM] | 46%[activator][87.6 µM]
- O=C1N2CCCC2CN1C1CCN([S+](=O)([O-])c2cccc(C(F)(F)F)c2)CC1 (stereo not drawn)
 : -17% | -5% | -23% | i | 8 | 3% | -4%
- CN(C)C(=O)c1cc(-c2cccc(F)c2)nc2c1cnn2C
 : -27%[172 µM] | x | u | x | 22 | x | x
- O=C(NCc1nc2ccccc2[nH]1)C1CC(=O)N(c2n[nH]c3ccccc23)C1 (stereo not drawn)
 : 8% | 3% | i | u | 19 | 2% | -1%
- C[C@@H]1O[C@@H](O[C@H]2[C@H](OC(=O)[C@]34CCC(C)(C)C[C@H]3C3=CCC5[C@@]6(C)C[C@H](O)[C@H](O[C@@H]7O[C@H](CO)[C@@H](O[C@H]8OC[C@](O)(CO)[C@H]8O)[C@H](O)[C@H]7O)[C@@](C)(CO)C6[C@H](O)C[C@@]5(C)[C@]3(C)C[C@H]4O)OC[C@H](O)[C@@H]2O)[C@H](O)[C@H](O)[C@H]1O[C@@H]1OC[C@@H](O)[C@H](O[C@@H]2OC[C@](O)(CO)[C@H]2O)[C@H]1O (stereo partly drawn)
 : x | -16%[12.5 µM] | x | 2%[11.5 µM] | 17 | x | x
- COc1ccc(OC2CCN(C(C)=O)CC2)c(C(=O)NCc2csc(C(C)C)n2)c1
 : 3% | -1% | i | -2% | -4 | -3% | -9%
- Nc1c(C(=O)Nc2ccccc2Cl)c2ccccn2c1C(=O)c1ccc(Cl)cc1
 : x | 9% | x | x | 15 | x | 20%
- Cc1ccc(S(=O)(=O)c2cn(C)c3cc(N4CCCC(C)C4)c(F)cc3c2=O)c(C)c1 (stereo not drawn)
 : x | 3% | x | x | 9 | x | 12%
- N[C@@H](Cc1cnc[nH]1)C(=O)NCc1cccnc1Oc1ccc(F)cc1F
 : 1% | u | i | 2% | 34 | 2% | u
- O=C(NCCC1=CCCCC1)c1cc2n(n1)CC(c1ccc(Cl)cc1)OC2 (stereo not drawn)
 : 45µM* | 5% | u | u | 26 | -12% | -10%

Another view of some results above:
SMILES | HEK293 tox | SNCA viab count | NIH3T3 tox | GPT2 inhibitor | IP6K1 inhibitor | FLuc inh | SNCA expr inhib
CN(C)C(=O)c1cc(-c2cccc(F)c2)nc2c1cnn2C | -27%[172 µM] | x | u | x | 22 | x | x
O=C(NCc1nc2ccccc2[nH]1)C1CC(=O)N(c2n[nH]c3ccccc23)C1 (stereo not drawn) | 8% | 3% | i | u | 19 | 2% | -1%
C[C@@H]1O[C@@H](O[C@H]2[C@H](OC(=O)[C@]34CCC(C)(C)C[C@H]3C3=CCC5[C@@]6(C)C[C@H](O)[C@H](O[C@@H]7O[C@H](CO)[C@@H](O[C@H]8OC[C@](O)(CO)[C@H]8O)[C@H](O)[C@H]7O)[C@@](C)(CO)C6[C@H](O)C[C@@]5(C)[C@]3(C)C[C@H]4O)OC[C@H](O)[C@@H]2O)[C@H](O)[C@H](O)[C@H]1O[C@@H]1OC[C@@H](O)[C@H](O[C@@H]2OC[C@](O)(CO)[C@H]2O)[C@H]1O (stereo partly drawn) | x | -16%[12.5 µM] | x | 2%[11.5 µM] | 17 | x | x
COc1ccc(OC2CCN(C(C)=O)CC2)c(C(=O)NCc2csc(C(C)C)n2)c1 | 3% | -1% | i | -2% | -4 | -3% | -9%
Nc1c(C(=O)Nc2ccccc2Cl)c2ccccn2c1C(=O)c1ccc(Cl)cc1 | x | 9% | x | x | 15 | x | 20%
Cc1ccc(S(=O)(=O)c2cn(C)c3cc(N4CCCC(C)C4)c(F)cc3c2=O)c(C)c1 (stereo not drawn) | x | 3% | x | x | 9 | x | 12%

(next part)
Below each SMILES – HEK293 tox | SNCA viab count | NIH3T3 tox | GPT2 inhibitor | IP6K1 inhibitor | FLuc inh | SNCA expr inhib
- COc1ccc(Nc2ccnc(N3CCC(NC(=O)c4ccc(C)cc4)CC3)n2)cc1
 : u | -14%[12.5 µM] | -30% | i | 7 | x | 0%
- CC(=O)N1CCc2cc(CNS(=O)(=O)c3ccccc3C(F)(F)F)ccc21
 : x | 3% | x | x | 1 | x | 70%[activator]
- CCN(CC)S(=O)(=O)c1ccc2c(c1)c(=O)c(C(=O)NCCc1ccc(OC)c(OC)c1)cn2C
 : x | 4% | x | x | 0 | x | 18%
- CC(C)(C)c1ccc(OCc2cc(=O)n3c4c(sc3n2)CCCC4)cc1
 : x | 1% | x | x | -14 | x | -20%
- CCOC(=O)c1cccc(NC(=O)CSc2cc(=O)n(C)c3ccccc23)c1
 : x | 10% | x | x | 9 | x | -5%
- Cc1cc2oc(C(=O)N(Cc3ccco3)Cc3ccccc3Cl)c(C)c2cc1C
 : x | 11% | x | x | 22 | x | 3%
- Cn1c(=O)c2c(nc(SCC(=O)Nc3ccc(F)c(F)c3)n2Cc2ccccc2F)n(C)c1=O
 : x | 20% | x | x | -21 | x | 7%
- Cc1cc(N2CCN(C)CC2)nc2ccc(NC(=O)Nc3ccc(F)cc3F)cc12
 : x | 7% | x | x | -9 | x | 109%[activator]
- COCCN1CCC2(CCC1=O)CCN(C(=O)Nc1ccc(C(=O)OC)cc1)CC2
 : -4% | 0% | -15% | 5% | 30 | 0% | 5%
- Cc1c(Cl)cccc1NC(=O)CSc1nc(=O)[nH]c2c1CCC2
 : x | -3% | x | x | 6 | x | -1%
- COc1ccc(-c2ccccc2C(=O)NCc2cccnc2)nn1
 : 0%[172 µM] | x | -5%[138 µM] | x | 7 | x | x
- O=S(=O)(c1cc(F)ccc1F)N1CCCC1c1nncn1Cc1ccncc1 (stereo not drawn)
 : -6% | 1% | i | i | 3 | 3% | -7%
- CNC(=O)c1cc(C2CC2)nc2onc(C3CCN(C(=O)N(C)C)CC3)c12
 : -5%[172 µM] | x | 5%[138 µM] | x | -10 | x | x
- CN(C)c1nc(-c2ccncc2)nc2c1CCN(C(=O)c1cc(=O)[nH]c(=O)[nH]1)C2
 : i | -4% | 1% | 0% | 11 | 0% | -17%
- COc1ccccc1C(=O)Nc1ccc(OCc2cc(=O)n3cccc(C)c3n2)cc1
 : x | -3% | x | x | 21 | x | -3%
- CCn1nccc1C(=O)NC1CCN(c2cc(-c3ccccc3)[nH]n2)CC1
 : u | 7% | -14% | 2% | 30 | -3% | 25%
